# Tb PYK inh: qHTS of Trypanosoma Brucei Inhibitors. pyruvate kinase (Trypanosoma brucei), Q57TT1. Potency, µM (doses to about 76.8 µM), without a hit: top-dose activity, negative = inhibition, usual class: inhibitors. TbPYK enzyme, Kinase-Glo Plus ATP luminescence, 45 min. actives 0.12% (n = 410,000); active means well fitted inhibition curve with a large enough effect; inconclusive means small, poorly fitted or top-dose-only effect; further: nearly all actives have a fitted effect of over 50% in size
#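 In this concentration-response screen, enzyme-free wells defined baseline while DMSO plates tracked drift. Each reaction combined TbPYK, substrate, compound and 130 uM ADP for 45 min at room temperature. Kinase-Glo Plus luminescence gave the signal.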
# Starred values were filed as active, the others as inactive; ? = inconclusive; & = joins results of further samples; [ ] = dose if it differs, or a comment. On the % scale 0 is the no-effect control and ±100 the full control effect; potency means the concentration at half of the fitted maximal effect.
SMILES,Tb PYK inh
CCc1nc2c(OCc3ccc(F)cc3)cccn2c1N(C)C(=O)c1ccco1,-1.2%
O=C(COCc1cc(-c2cccs2)on1)Nc1ccc(OC(F)(F)F)cc1,0.5%
COc1ccccc1-c1nnc(SCC(N)=O)o1,0.8%
COc1ccccc1N1CCN(C(=O)c2cc3c(=O)n(Cc4cccnc4)ccc3nc2C)CC1,-2.1%
O=C(NCCc1csc2nc(-c3ccc(F)cc3)nn12)c1ccco1,2.1%
COc1ccccc1CNC(=O)c1cn(C)c2ccc(S(=O)(=O)N(C)C3CCCCC3)cc2c1=O,-2.0%
CN(c1ccc(F)cc1)S(=O)(=O)N1CCCC(C(=O)NCc2ccccc2Cl)C1 (stereo unspecified),0.8%
O=C(Nc1cccc(Cl)c1)c1ccc2c(c1)CCN2S(=O)(=O)c1ccccc1,-8.4%
Cc1cccc(NC(=O)C2CCN(c3nc4ccccc4[nH]3)CC2)c1C,-7.0%[15.4 µM]
O=C(Cn1c(=O)nc(-c2ccccc2F)c2cc(Cl)ccc21)Nc1ccccc1C(F)(F)F,-5.4%
COCCNC(=O)Cc1ccc(NC(=O)N2CCCCc3ccccc32)cc1,-1.8%
CCN(CC)C(=O)c1cccc(-c2csc(C(C)(O)c3cccc(OC)c3)n2)c1 (stereo unspecified),-4.2%
Cc1cccc(CSc2nc(=O)c3c(n2C)NC(=O)CC3c2cccc(O)c2)c1 (stereo unspecified),-7.1%
CCC1CN(C(=O)N2CCC(C(=O)N3CCN(c4ccc(F)cc4)CC3)CC2)c2ccccc2O1 (stereo unspecified),6.5%
CC(C)Oc1ccc(CNC(=O)C2CCN(C(=O)c3sccc3-n3cccc3)CC2)cc1,4.5%
CCc1nn(C(CC)C(=O)NCc2ccc(OC)c(OC)c2)c(=O)c2cc3oc(C)cc3n12 (stereo unspecified),2.8%
CNC(=O)c1ccc(-c2nc(CN3CCc4ccccc43)c(C)o2)cc1,1.5%
COc1cc(NC(=O)N2CCSc3ccccc32)cc(OC)c1OC,4.7%[15.4 µM]
COc1ccc(C(=O)OCC(=O)Nc2cc(C)on2)cc1F,4.7%
COCOCCn1cc(CN2CCS(=O)(=O)N(Cc3ccc(-c4ccc(Cl)nc4)cc3)C(C)C2=O)nn1 (stereo unspecified),-1.7%
CCCCCC(=O)N1C[C@H](n2cc(COC(=O)c3ccccc3)nn2)[C@@H](O)C[C@@H]1c1ccc(OC)cc1,6.0%
CCCCCCN1CCN(C2CN(Cc3ccccc3)S(=O)(=O)C2)CC1 (stereo unspecified),1.8%
CCc1ccc2occ(CC(=O)N(Cc3ccccc3)C3CCS(=O)(=O)C3)c2c1 (stereo unspecified),0.1%
CC(C)c1cccc(C(C)C)c1NC(=O)c1ccc(-c2cc(Cl)ccc2Cl)o1,-3.6%
CCCCNC(=O)C1(C)CCN1C(=O)c1sccc1C (stereo unspecified),2.1%
Cc1cccc(CNC(=O)c2sc(=O)n(Cc3ccccc3C)c2C)c1,-4.8%
O=C(NCc1ccc(Cl)nc1)c1csc([C@@H]2C[C@H](O)[C@@H](CO)O2)n1,0.5%
Cc1c(C(=O)Nc2cccc(Cl)c2)sc2nc3n(c(=O)c12)N=C(c1cccc(Br)c1)CS3,-6.4%
CSc1nc(COC(=O)NC(C)C)c(COC(=O)NC(C)C)n1Cc1ccccc1,1.9%
COC(=O)c1ccc2c(=O)n(CCCCCC(=O)NCCc3ccccc3)c(=O)[nH]c2c1,5.4%
O=C(NCCCc1nc2ccccc2n1Cc1cccc(Cl)c1)c1ccco1,0.8%
CCOc1cccc(C(=O)N(Cc2ccc(F)cc2)Cc2ccco2)c1,-3.1%
CC1(Oc2ccc(CC#N)cc2)CCN(Cc2ccc(-n3ccnc3)cc2)C1 (stereo unspecified),1.1%
CCOC(=O)[C@]12CCC=C1N(CCC1=CCCCC1)C(=O)[C@H](CC(=O)NCc1ccccc1)C2,-6.1%
N#Cc1cccc(NC(=O)N2CCC3(CC2)CCN(C(=O)c2csnn2)CC3)c1,-6.2%
COc1ccc(C2CC(=O)Oc3c2c(=O)oc2ccccc32)c(OC)c1OC (stereo unspecified),4.0%
Cc1c(Cl)cccc1N1CCn2c1nc1c2c(=O)n(CC(=O)O)c(=O)n1C,3.8%
Cc1ccsc1C(=O)OCC(=O)Nc1cccc(S(=O)(=O)N2CCCCC2)c1,5.6%
O=C1N2CCCCC1(c1ccccc1)CCCC2,-5.9%
CCn1nnc2cc(C(=O)Nc3ccc(C)c(Cl)c3)ccc21,1.5%
O=C(NC1CCCCC1)c1ccc2c(c1)N(Cc1ccc(F)cc1)C(=O)c1ccccc1S2(=O)=O,1.5%
CCOc1ccc(-n2c(SCc3ccc(C(=O)OC)o3)nc3c([nH]c4ccccc43)c2=O)cc1,-1.6%
CCOc1ccc(C2=NC(c3ccncc3)=Nc3ccc(C)cc3N2)cc1OCC,-0.6%
CCc1nc2ccc(C(=O)NCCCn3ccnc3)cn2c1N(C)Cc1ccc(Cl)cc1,-4.1%
COc1ccccc1CNC(=O)CCCn1c(=O)c2ccccc2n(Cc2ccccc2F)c1=O,-5.2%
CCOc1ccccc1NC(=O)Cn1c(=O)ccc2cc(S(=O)(=O)N3CCC(C)CC3)ccc21,2.0%
Cc1cccc(NC(=O)C(Cc2ccccc2)N2Cc3ccccc3C2=O)c1C (stereo unspecified),-8.5%
CNc1cncc(-c2ccccc2CO)n1,-8.2%
CC(C)CC(=O)Nc1nnc(S(=O)(=O)N(C)Cc2ccc(Cl)cc2)s1,-0.3%[15.4 µM]
Cc1cc(C)cc(NC(=O)CCCN2C(=O)COc3ccc(C)cc32)c1,-5.6%
CCOC(=O)[C@]12CCC=C1N(Cc1ccco1)C(=O)[C@H](CC(=O)N1CCCCC1)C2,-13.9%
COc1cc(C=C2Cc3ccccc3C2=O)cc(OC)c1OC,0.1%
CC1CCN(c2ncnc3c2cnn3-c2ccc(F)cc2)CC1,-3.8%
COc1ccc(CNC(=O)CCCn2c(=O)c3cccn3c3cccnc32)cc1,-1.4%&0.6%
CC(C)(C)c1ccc(C(=O)OCC(=O)Nc2cccc(S(=O)(=O)NC3=NCCC3)c2)cc1,1.4%
COc1ccc(OCCNC(=O)c2ccc3nc(C)c(N(C)Cc4ccc(NC(C)=O)cc4)n3c2)cc1,-2.6%
COc1ccccc1OCCn1c(NC(=O)c2ccccc2Cl)nc2ccccc21,3.1%
CCC(C)NC(=O)Cn1c(=O)cc(-c2ccccc2)c2c(C)nn(C)c21 (stereo unspecified),-1.1%
Cc1ccc(Cl)cc1Nc1nn2c(=O)c3ccc(C(=O)NCc4ccc(F)cc4)cc3nc2s1,1.1%
COc1ccc(CC(=O)Nc2ccc3c(c2)OC2(CCCC2)O3)c(OC)c1,-7.6%

# Additional entries
SMILES,Tb PYK inh
CCOC(=O)C1=C(CN2CCN(c3cccc(Cl)c3)CC2)NC(=O)NC1c1ccc(Cl)cc1 (stereo unspecified),-2.0%
Cc1ccc(Cn2ccnc2SCC(=O)Nc2nc3ccccc3s2)cc1,3.4%
O=C(c1ccco1)N1CCC2(CCCN(C(c3ccccc3)c3ccccc3)C2)CC1,-1.4%
O=C(c1cnccn1)N1CCC2(CCCN(C(c3ccccc3)c3ccccc3)C2)CC1,-1.8%
Cc1nn(CC(=O)Nc2cccc(O)c2)c(=O)c2ccccc12,-6.2%
Nc1ccn([C@@H]2O[C@H](CNCc3ccc(C#CCCO)cc3)[C@@H](O)[C@H]2O)c(=O)n1,-5.3%
CCc1ccc(NC(=O)c2cc(C(C)=O)n3ccccc23)cc1,-11.5%
CS(=O)(=O)c1ccc(C2=C(CNC(=O)c3cccs3)[C@H]3CC[C@@H](C2)N3Cc2ccccc2)cc1,-3.1%
O=C(NC1CCCCC1)N1Cc2cc(-c3cccc(F)c3)ccc2-n2nncc2C1,-4.8%
CCCCC[C@H](C)N1C[C@@H](COCc2ccccc2)Oc2cc(N3CCC[C@H]3C(N)=O)ccc2S1(=O)=O,-10.0%
Cc1ccn2c(Nc3ccc(F)cc3)c(-c3ccc(C)o3)nc2c1,-15.9%
CCCOc1cccc(C2c3c(oc4ccc(F)cc4c3=O)C(=O)N2CCc2ccc(OC)cc2)c1 (stereo unspecified),-3.5%
CCOc1ccc(NC(=O)CSc2nnc(-c3ccc(OCC)cc3)o2)cc1,-4.5%
Cc1c(-c2nsc(NC(=O)c3ccccc3)n2)nnn1-c1ccc(C(F)(F)F)c(Cl)c1,2.5%
C[C@H](NC(=O)c1ncn2c1C(=O)NC[C@H]2C)C(=O)OC(C)(C)C,-0.9%
CC1(C)N=C(N)NC(=NCCCOc2ccc([N+](=O)[O-])cc2)N1,3.6%
CCc1nc2c(OCC(=O)N(C)C)cccn2c1N(C=O)Cc1ccc(OC)cc1,2.6%
O=C(Nc1c2c(nn1-c1ccccc1)CS(=O)(=O)C2)c1ccc(Br)o1,-0.5%
Cc1ccc(S(=O)(=O)CC(=O)Nc2sc3c(c2C#N)CCCC3)cc1,7.0%[15.4 µM]
Cc1ccc(N2CC(C(=O)NC3CCCCCC3)CC2=O)cc1 (stereo unspecified),-0.5%
O=C(OCc1ccccc1Cl)c1ccc(-c2nnn(Cc3ccccc3Cl)n2)cc1,1.5%
Cc1ccc(S(=O)(=O)c2cn(C)c3cc(N4CCCCC4)c(F)cc3c2=O)cc1,-3.8%
COCC(=O)N1CCC2(CC1)CCN(C(=O)NC(C)C)CC2,6.0%
Cc1ccc(C)c(CSc2nc(-c3ccccc3F)nc3c2Cc2c(CO)cnc(C)c2O3)c1,3.4%
COc1ccccc1CN(Cc1c(Cl)cccc1Cl)S(=O)(=O)c1ccc(Br)cc1,-8.4%
COc1cccc(Nc2ncc3nc(-c4ccccc4)c(=O)n(C[C@H]4CCCO4)c3n2)c1,0.6%
CCc1ccc(NC(=O)c2ccc3c(O)c(S(=O)(=O)c4ccc(Cl)cc4)c(=O)[nH]c3c2)cc1,-0.9%
O=Nc1c(-c2ccccc2)n(O)[n+]([O-])c1-c1ccccc1,-15.6%
COc1ccc(CNC(=O)c2cc3cccc4c3n2CC(C)S4)cc1OC (stereo unspecified),5.0%[15.4 µM]
O=C1NC[C@@H](CCCCN2C[C@H](Cc3ccc(O)cc3)N(CCc3ccccc3)C(=O)C2=O)N(Cc2ccccc2)C1=O,-0.3%
CC1=C(C(=O)N2CCCCCC2)CC(CC(=O)NC(c2ccccc2)c2ccccc2)C(=O)N1Cc1ccccc1 (stereo unspecified),-1.1%
CC(C)(C)CNC(=O)C1(C)CCN1C(=O)Cc1ccc(-c2ccccc2)cc1 (stereo unspecified),-6.3%
CC1=C(C(=O)N2CCOCC2)CC(CC(=O)NCCc2ccccn2)C(=O)N1Cc1ccccc1 (stereo unspecified),3.5%
CN(C)c1ccc(-c2ccnc3c2CC(C)(C(=O)NCc2ccc(F)c(F)c2)O3)cc1 (stereo unspecified),-2.7%
COC(=O)[C@]12CCCCC=C1N(Cc1ccc(Cl)cc1Cl)C(=O)[C@H](CC(=O)NCCc1ccccc1OC)C2,-4.6%
CCCCNc1nc2c(S(=O)(=O)c3ccc(C)c(C)c3)nnn2c2ccsc12,2.1%
Clc1ccc(-c2nc3ccc(Br)cn3c2Cc2ccccc2)cc1,-0.5%
Cc1nc(N2CCCC2)c2c(C(=O)N3CCN(c4ccccc4)CC3)c(C)oc2n1,18.1%
Cc1ccc(C)c(NC(=O)CCCn2nc(C)c3sc4ccccc4c3c2=O)c1,0.3%
O=C1NC(Cc2ccc(O)cc2)c2nc3cc(F)c(F)cc3c(=O)n2-c2ncccc21 (stereo unspecified),5.5%
O=C(NCCc1csc2nc(-c3cccc(F)c3)nn12)c1ccc(Br)o1,2.5%
C=CCOc1ccccc1/C=c1\sc2nc(-c3oc4ccccc4c3C)nn2c1=O,?
CN(C)c1ccc(CNc2nc3ccccc3n2C)cc1,-14.8%
CCc1nc2c(OCc3ccc(Cl)cc3)cccn2c1N(C)C(=O)c1cccs1,-6.5%
CS(=O)(=O)c1ccc(C2=C(CNC(=O)c3ccncc3)[C@H]3CC[C@@H](C2)N3Cc2ccco2)cc1,-2.5%
O=C(c1[nH]c(C(F)(F)F)nc1-c1ccccc1)N1CCN(c2ccccc2)CC1,6.5%
OC(c1ccc(F)c(F)c1)c1nc(-c2ccoc2)cs1 (stereo unspecified),-7.9%
CCOc1cccc(CC(=O)N2CCc3c([nH]c4ccccc34)C2c2ccccc2)c1OCC (stereo unspecified),1.9%
COc1ccc(C(C)(NC(C)=O)c2nc(-c3cncnc3)cs2)cc1 (stereo unspecified),1.5%

# Of the compounds above, these contain two or more sulfur atoms.
SMILES,Tb PYK inh
Cc1c(C(=O)Nc2cccc(Cl)c2)sc2nc3n(c(=O)c12)N=C(c1cccc(Br)c1)CS3,-6.4%
Cc1ccsc1C(=O)OCC(=O)Nc1cccc(S(=O)(=O)N2CCCCC2)c1,5.6%
CC(C)CC(=O)Nc1nnc(S(=O)(=O)N(C)Cc2ccc(Cl)cc2)s1,-0.3%[15.4 µM]
Cc1ccc(Cn2ccnc2SCC(=O)Nc2nc3ccccc3s2)cc1,3.4%
CS(=O)(=O)c1ccc(C2=C(CNC(=O)c3cccs3)[C@H]3CC[C@@H](C2)N3Cc2ccccc2)cc1,-3.1%
Cc1ccc(S(=O)(=O)CC(=O)Nc2sc3c(c2C#N)CCCC3)cc1,7.0%[15.4 µM]
CCCCNc1nc2c(S(=O)(=O)c3ccc(C)c(C)c3)nnn2c2ccsc12,2.1%

# Nothing new here: an excerpt of the list.
SMILES,Tb PYK inh
CCc1nc2c(OCc3ccc(Cl)cc3)cccn2c1N(C)C(=O)c1cccs1,-6.5%
CS(=O)(=O)c1ccc(C2=C(CNC(=O)c3ccncc3)[C@H]3CC[C@@H](C2)N3Cc2ccco2)cc1,-2.5%
O=C(c1[nH]c(C(F)(F)F)nc1-c1ccccc1)N1CCN(c2ccccc2)CC1,6.5%

# Compound activity as filed in PubChem BioAssay.

# A portion of the library; rates above refer to the full screens.
